Assay outcomes deposited in PubChem by several laboratories.
CSM14.1 death rescue = rescue of cells from ER stress-induced death, primary screen, 384-well, CSM14.1, thapsigargin, ATP luminescence (AID 1222); CSM14.1 thapsigargin-induced death rescue, ATP luminescence; higher % means a stronger effect; cellular ATP content (survival), % at 20 µM, or EC50 in µM where a hit was titrated; 190,000 tested, under 10 active;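 active = EC50 below 50 µM in the dose-response confirmation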;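 also: death triggered by thapsigargin at about 15 µM added after 2 h compound pretreatment; cell ATP read after overnight thapsigargin exposure of roughly 18 to 22 hours; normalized against plate controls of thapsigargin alone and 5% DMSO vehicle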
MT stabilize HCS = microtubule stabilizers in HeLa cells, primary screen, imaging, high-content imaging; % tubulin-high responders, % at 10 µM; actives 0.83% (n = 200,000); HeLa tubulin immunostaining HCS, 24 h; share of cells brighter than vehicle mean+2SD;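 active = plate Z-score above 3 for both tubulin-high and condensed-nucleus cell shares, with cell loss under 80%, at 10 µM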;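 also: anti alpha tubulin signal scored within the nucleus-defined area of each cell; some results filed as inactive read as strong as hits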
Salmonella PhoP GFP = inhibitors of PhoP regulon expression, primary screen, Salmonella Typhimurium, GFP reporter (AID 1863) | S. Typhimurium PhoP-regulated promoter GFP reporter, 4 h; higher % means a stronger effect | one-dose inhibition, % at 50 µM; IC50 in µM for titrated hits | actives 0.16% (n = 300,000);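 active = inhibition over 29.93%, a cutoff 3 SD above the screen mean, later confirmed by dose response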;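 also: 0% = low Mg2+ inducing control and 100% = high Mg2+ repressing control; strong numbers were not always called active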
Dynein cargo inh = inhibitors of GR-EGFP nuclear translocation, primary screen, dynein cargo transport inhibitor project, imaging, high-content, 3617.4 mouse cells | AID 1381, 2008 | z-score, hits read low | test concentration mostly 20 µM; stimulated with dexamethasone, 1 µM; hits give low values | actives 0.47% (n = 220,000);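 active = plate z-score of nuclear minus cytoplasmic receptor signal below a set negative limit, without overly bright fluorescence or cell loss, cut at about -3.5 in these data, passing the limit was not always enough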;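 also: z-score of nuclear minus cytoplasmic ring GR-EGFP intensity difference per well; some compounds called inactive have numbers as strong as hits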
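Buffer or medium – tet-free medium with charcoal-stripped serum · Signal – automated 10x imaging of fixed Hoechst-stained cells · Also added – dexamethasone agonist, 1.0 µM final, for 30 min · Incubation – induction 48 h, compound 1 h, agonist 30 min · Read-out – GR-EGFP nuclear translocation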
T cell modulator = modulators of CD8 T cell-vesicle binding, primary screen, mouse 2C CD8+ T cells, flow cytometry | 2C CD8+ T cell-vesicle binding; hits give low values | calls only at 7 µM | actives 0.068% (n = 330,000) | AID 2052, 2009;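 active = response, share of CD8 T cells binding vesicles, and their 90th percentile fluorescence all below set limits, cut at about 80% in these data, passing the limit was not always enough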
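Assay system – 2C mouse CD8+ T cells · Also added – QL9-loaded Drosophila micro-vesicles · Timing – Cell–vesicle co-incubation 1.5 h at 37 °C, staining 20 min on ice · Signal – flow cytometry of vesicle-bound cells · Measure – percent CD8+ FL2 mean versus row control · Controls – Peptide-free naked vesicles (low) and QL9 vesicles with 0.7% DMSO vehicle (high)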
Autophagy HCS = autophagy modulators in MEF cells, primary screen, imaging, high-content, MEF GFP-LC3; calls only at 10 µM (by protocol); actives 0.98% (n = 190,000); MEF GFP-LC3 puncta imaging; test concentration mostly 10 µM; AID 463193, 2010;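 active = percentage of spot-positive cells more than 3 SD above its plate mean, without a fluorescence outlier flag or 80% toxicity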;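 also: spot-positive cell cutoff set from DMSO-treated cells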
Hep lipid drop = inhibitors of hepatocyte lipid droplet formation, primary screen, imaging, high-throughput imaging, BODIPY stain. AML12 mouse hepatocytes, oleate lipid droplets. inhibition, % at 6.5 µM. actives 0.4% (n = 240,000). AID 1656, 2009;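 active = lipid droplet intensity inhibited by at least 50%, with more than 500 cells counted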
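Test system: AML12 hepatocytes (mouse); reagent: oleate loading, 100 µM; dosing: one dose, 6.5 µM compound; incubation: overnight exposure; signal: fluorescence imaging, 20x objective, two fields per well; read-out basis: % inhibition of corrected integrated BODIPY droplet signal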
b-catenin transl = modulators of beta-catenin nuclear translocation, primary screen, imaging, HeLa cells, immunofluorescence, high-content; nuclear translocation activity, % at 5 µM; actives 0.3% (n = 190,000);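 active = nuclear translocation activity above 50% at 5 µM, with a well cell count of 50 or more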;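 also: per-cell ratio of nuclear to cytoplasmic median beta-catenin stain intensity; plate controls were DMSO negative control for no effect and GSK-3 inhibitor IX positive control for full effect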
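Assay system: human HeLa cells, native beta-catenin; doses: 5 µM primary, 0.02–20 µM confirmation; incubation: compound treatment 24 h, 37°C, 5% CO2; technique: fluorescence imaging of beta-catenin antibody stain plus DAPI; measure: % activation, nuclear-to-cytoplasmic median beta-catenin signal ratio per cell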
Ins promoter up = insulin promoter activators in MIN6 cells, imaging, high-content screening, mouse beta cells. z-score at 5 µM. actives 0.3% (n = 190,000). MIN6 insulin promoter-GFP reporter; hits give high values;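 active = z-score above 3 at 5 µM with at least 500 cells counted in the well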
Dynein cargo inh cytoplasmic EGFP = second read-out of Dynein cargo inh, no call of its own (marks repeat the call); z-score; measured here: cytoplasmic GR-EGFP intensity; hits give high values
Dynein cargo inh nuclear GR-EGFP = further read-out of Dynein cargo inh, marked with its call; z-score; measured here: nuclear GR-EGFP intensity;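 lower value marks the stronger effect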
Dynein cargo inh cell count = also measured in Dynein cargo inh; calls as there; z-score; measured here: cell count per field
Ins promoter up cell count = further read-out of Ins promoter up, marked with its call; cell count; measured here: cytotoxicity, nuclei count;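 total cells summed across four imaged fields per well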
Hep lipid drop cells 6.5 µM = second read-out of Hep lipid drop, no call of its own (marks repeat the call); cell count; measured here: cell count, cytotoxicity flag;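 cells counted across two imaged fields per well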
b-catenin transl cell count 5 µM = further read-out of b-catenin transl, marked with its call; cell count; measured here: cell count, cytotoxicity flag
T cell modulator vesicle-bound % = also measured in T cell modulator; calls as there; double positive events, %; measured here: CD8+ vesicle-bound cell fraction;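 binding gate set so that unloaded-vesicle control wells show 10% double positive cells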
MT stabilize HCS Hoechst-high % = second read-out of MT stabilize HCS, no call of its own (marks repeat the call); % Hoechst-high responders; measured here: nuclear condensation Hoechst responders;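 share of cells brighter than vehicle mean plus two SD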
MT stabilize HCS cytotoxicity % = recorded beside MT stabilize HCS, whose call it bears; toxicity, %; measured here: cytotoxicity by cell density;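 0% = mean cell density of plate MIN control wells and 100% = no cells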
Autophagy HCS cell loss 18 h = further read-out of Autophagy HCS, marked with its call; toxicity, %; measured here: cell loss, nuclei count;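 cell loss after 18 h compound exposure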
The depositor's hits bear a star; i = inactive; / = no result given; + = active, no number.

1: O=C(Nc1ccc2nc(SCc3ccc(Cl)cc3)sc2c1)c1ccccc1C(=O)N1CCOCC1
2: O=C(NNC(=O)C12CC3CC(CC(C3)C1)C2)c1ccco1
3: CCCCNc1nc2ccccc2[nH]1
4: CCN(CC)S(=O)(=O)c1cccc(NC(=O)/C=C/c2ccc([N+](=O)[O-])cc2)c1
5: Cc1cc(Oc2cc(N)cc([N+](=O)[O-])c2)ccc1Cl
6: CC1=NNC(=O)C1CCC(=O)N/N=C/c1ccc(Cl)cc1Cl (stereo unspecified)
7: CCCn1nc(C(=O)OCC(=O)c2c(N)n(C)c(=O)n(C)c2=O)c2ccccc2c1=O
8: COC(=O)C(C)NC(=O)COc1ccc2ccccc2c1 (stereo unspecified)
9: O=c1cc(CSc2ccccn2)c2ccccc2[nH]1
10: O=C(O)CCCC(=O)N1N=C(c2ccccc2)CC1c1cccs1 (stereo unspecified)

assay / compound,1,2,3,4,5,6,7,8,9,10
CSM14.1 death rescue,-0.6%,-1.2%,-4.3%,4.2%,-2.7%,/,-0.5%,0.3%,/,/
MT stabilize HCS,2.2,3.4,3.3,7.9,2.6,/,2.0,4.6,3.0,/
MT stabilize HCS Hoechst-high %,1.6,0.9,2.6,3.3,2.8,/,2.4,3.1,3.1,/
MT stabilize HCS cytotoxicity %,8.7,18,4.5,11,3.8,/,2.9,3.8,1.1,/
Salmonella PhoP GFP,-11%,/,5%,-10%,-5%,-13%,9%,-5%,12%,7%
Dynein cargo inh,1.6,1.5,0.16,0.32,0.064,-0.58,-0.15,-1.4,-0.15,1.3
Dynein cargo inh cytoplasmic EGFP,0.93,-0.22,0.29,-0.24,-0.074,-0.23,-0.23,-0.32,-0.26,0.0013
Dynein cargo inh nuclear GR-EGFP,1.8,1.5,0.18,0.0017,0.15,-0.22,-0.22,-0.19,-0.34,1.1
Dynein cargo inh cell count,-5.2,-1.1,0.59,-0.055,-0.16,0.45,0.011,1.1,-0.089,-0.27
T cell modulator,i,i,i,i,i,i,i,i,i,i
T cell modulator vesicle-bound %,12,40,31,7,47,48,52,43,21,17
Autophagy HCS,+,i,i,i,i,/,i,i,i,/
Autophagy HCS cell loss 18 h,-2.9*,-17,0,4,0,/,-8,12,-4,/
Hep lipid drop,/,0,-8,4,-28,5,-18,10,23,1
Hep lipid drop cells 6.5 µM,/,727,741,636,593,726,674,661,742,757
b-catenin transl,-1.9,-1.0,5.3,-1.7,-3.3,-0.2,-3.7,-2.4,/,-1.7
b-catenin transl cell count 5 µM,1319,1006,1063,1103,510,1260,1131,1127,/,1386
Ins promoter up,-0.87,-0.78,-0.08,0.87,0.12,/,-0.23,0.18,0.3,0.87
Ins promoter up cell count,1627,1448,802,1417,1351,/,1319,1214,1134,996

11: Cc1ccc(CNC(=O)COC(=O)Cc2ccc(-c3ccccc3)cc2)cc1
12: COc1ccc([C@@H]2C(C#N)=C(N)S[C@@H](c3ccccc3)[C@@H]2[N+](=O)[O-])cc1
13: CN(C)C(CNC(=S)Nc1ccc(Cl)cc1)c1cccnc1 (stereo unspecified)
14: O=C(/C(=N\Nc1ccccc1)Sc1nnnn1-c1ccccc1)c1ccccc1
15: CCN(CC)c1nc(C#N)cc(-c2ccc(OC)cc2)n1
16: Cc1c(NC(=O)c2ccc(N(C)S(C)(=O)=O)cc2)c(=O)n(-c2ccccc2)n1C
17: CCSc1nnc(-c2cc3c(s2)-c2ccccc2CC3)o1
18: Cc1cc(C(=O)Nc2sc(C)c(C)c2C#N)c(C)o1
19: Oc1ccc(NCc2cccc(OCc3ccc(F)cc3)c2)cc1
20: O=c1[nH]nc(CNc2ccc(OC(F)(F)F)cc2)c2ccccc12

assay / compound,11,12,13,14,15,16,17,18,19,20
CSM14.1 death rescue,0.0%,-0.4%,-1.8%,-3.9%,-0.4%,-1.0%,-2.0%,/,3.5%,/
MT stabilize HCS,4.3,3.8,2.2,2.9,63*,2.3,1.9,4.3,3.4,5.1
MT stabilize HCS Hoechst-high %,1.7,3.7,2.0,2.3,54*,2.4,1.8,2.4,1.9,3.1
MT stabilize HCS cytotoxicity %,2.7,8.1,0.6,8.8,67*,5.3,7.6,1.5,4.2,8.5
Salmonella PhoP GFP,11%,-4%,6%,-9%,7%,3%,0%,-1%,-1%,-4%
Dynein cargo inh,-0.022,-0.74,-0.016,0.46,0.046,0.76,-0.28,0.23,-0.74,-0.55
Dynein cargo inh cytoplasmic EGFP,-0.25,-0.24,-0.33,-0.21,0.46,-0.059,-0.23,0.065,-0.26,0.56
Dynein cargo inh nuclear GR-EGFP,-0.17,-0.74,0.19,0.35,0.12,1.2,-0.46,0.2,-0.55,0.19
Dynein cargo inh cell count,-0.66,0.81,-0.23,-1.1,-0.41,-1.2,0.25,0.35,0.93,0.79
T cell modulator,i,i,i,i,i,i,i,i,i,i
T cell modulator vesicle-bound %,39,47,51,7,6,44,43,50,45,49
Autophagy HCS,i,i,i,i,i,i,i,i,i,i
Autophagy HCS cell loss 18 h,-7,-2,-6,2,-4,13,2,-4,9,5
Hep lipid drop,-1,-2,-9,0,/,10,1,18,-16,-2
Hep lipid drop cells 6.5 µM,734,760,749,691,/,685,715,711,748,676
b-catenin transl,1.1,2.4,-1.0,-0.2,-5.5,-6.8,0.3,-0.9,-0.1,-2.7
b-catenin transl cell count 5 µM,520,557,1102,917,975,1068,1153,1134,946,1131
Ins promoter up,0.04,0.39,-0.06,-0.65,-0.51,-0.54,0.43,-0.66,-0.91,-0.62
Ins promoter up cell count,1297,1189,1133,1308,1196,1553,1924,1090,1203,1201

Of the compounds above, three contain a cyano group.
12: COc1ccc([C@@H]2C(C#N)=C(N)S[C@@H](c3ccccc3)[C@@H]2[N+](=O)[O-])cc1
15: CCN(CC)c1nc(C#N)cc(-c2ccc(OC)cc2)n1
18: Cc1cc(C(=O)Nc2sc(C)c(C)c2C#N)c(C)o1

assay / compound,12,15,18
CSM14.1 death rescue,-0.4%,-0.4%,/
MT stabilize HCS,3.8,63*,4.3
MT stabilize HCS Hoechst-high %,3.7,54*,2.4
MT stabilize HCS cytotoxicity %,8.1,67*,1.5
Salmonella PhoP GFP,-4%,7%,-1%
Dynein cargo inh,-0.74,0.046,0.23
Dynein cargo inh cytoplasmic EGFP,-0.24,0.46,0.065
Dynein cargo inh nuclear GR-EGFP,-0.74,0.12,0.2
Dynein cargo inh cell count,0.81,-0.41,0.35
T cell modulator,i,i,i
T cell modulator vesicle-bound %,47,6,50
Autophagy HCS,i,i,i
Autophagy HCS cell loss 18 h,-2,-4,-4
Hep lipid drop,-2,/,18
Hep lipid drop cells 6.5 µM,760,/,711
b-catenin transl,2.4,-5.5,-0.9
b-catenin transl cell count 5 µM,557,975,1134
Ins promoter up,0.39,-0.51,-0.66
Ins promoter up cell count,1189,1196,1090

Going on with the list.
21: Cc1ccc(S(=O)(=O)Cn2nnnc2C(C(C)C)N2CCN(C(=O)c3ccco3)CC2)cc1 (stereo unspecified)
22: CCCOC(=O)Nc1ccc(S(=O)(=O)Nn2cnnc2)cc1
23: O=C(NCCC1=CCCCC1)C(=O)NCC1OCCCN1S(=O)(=O)c1ccccc1 (stereo unspecified)
24: Cc1cc(NC(=O)CSc2nnc(C(C)N(C)C)n2Cc2ccccc2)no1 (stereo unspecified)

assay / compound,21,22,23,24
CSM14.1 death rescue,/,1.5%,1.9%,-1.4%
MT stabilize HCS,2.2,5.9,1.6,3.5
MT stabilize HCS Hoechst-high %,2.0,1.8,1.2,1.8
MT stabilize HCS cytotoxicity %,6.5,1.8,7.1,2.9
Salmonella PhoP GFP,/,1%,-14%,6%
Dynein cargo inh,0.47,1.3,-0.021,-0.17
Dynein cargo inh cytoplasmic EGFP,-0.28,-0.25,-0.19,-0.2
Dynein cargo inh nuclear GR-EGFP,0.59,0.2,0.68,0.21
Dynein cargo inh cell count,0.7,0.65,-0.53,0.57
T cell modulator,i,i,i,i
T cell modulator vesicle-bound %,43,52,26,32
Autophagy HCS,i,i,i,i
Autophagy HCS cell loss 18 h,3,7,-4,16
Hep lipid drop,/,/,-2,/
Hep lipid drop cells 6.5 µM,/,/,690,/
b-catenin transl,/,-5.6,0.1,-4.8
b-catenin transl cell count 5 µM,/,950,973,922
Ins promoter up,/,0.03,0.11,0.33
Ins promoter up cell count,/,1212,1217,1041
